High-throughput results (PubChem)
SENP6 inh: blocks the human protease SENP6. Q9GZR1. Recombinant SENP6 catalytic domain, aminoluciferin luminescence. inhibition, % at 10 µM. actives 1.8% (n = 330,000). AID 2599;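 active = inhibition above about 50% at the single tested dose, limit read from the data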;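 note: plate controls were DMSO wells with enzyme for no effect and DMSO wells lacking enzyme for full effect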
Target sequence (Q9GZR1 628-1112 limits assumed): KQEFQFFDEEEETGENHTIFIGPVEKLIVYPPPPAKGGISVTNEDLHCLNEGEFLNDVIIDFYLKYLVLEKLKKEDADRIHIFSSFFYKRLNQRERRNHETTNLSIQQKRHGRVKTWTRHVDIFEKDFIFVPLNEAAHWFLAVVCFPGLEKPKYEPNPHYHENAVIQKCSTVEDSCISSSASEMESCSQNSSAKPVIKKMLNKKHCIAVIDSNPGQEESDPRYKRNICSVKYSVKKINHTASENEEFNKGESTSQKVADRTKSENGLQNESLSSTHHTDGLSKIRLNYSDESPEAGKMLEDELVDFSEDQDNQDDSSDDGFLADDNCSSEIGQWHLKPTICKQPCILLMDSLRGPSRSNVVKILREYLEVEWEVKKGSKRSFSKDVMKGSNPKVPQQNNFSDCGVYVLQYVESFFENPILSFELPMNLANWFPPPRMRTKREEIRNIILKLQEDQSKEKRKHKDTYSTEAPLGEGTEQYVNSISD
A3G deaminase: inhibitors of human APOBEC3G DNA deaminase; recombinant A3G, ssDNA deamination FAM/TAMRA fluorescence; inhibition, % at 20 µM; actives 0.28% (n = 330,000);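 active = inhibition of at least 40% at 20 µM, with no more than 30% in the related APOBEC3A deaminase screen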;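 note: plate controls were DMSO wells with A3G for no effect and wells lacking A3G enzyme for full effect; some compounds called inactive have numbers as strong as hits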
SENP8 block-1: inhibitors of human SENP8 protease; Q96LD8; purified SENP8, Z-RLRGG-aminoluciferin cleavage, luminescence; inhibition, % at 10 µM; actives 1.2% (n = 330,000); AID 2540; in the data active = inhibition above about 50%
Target sequence (Q96LD8 whole entry, looked up): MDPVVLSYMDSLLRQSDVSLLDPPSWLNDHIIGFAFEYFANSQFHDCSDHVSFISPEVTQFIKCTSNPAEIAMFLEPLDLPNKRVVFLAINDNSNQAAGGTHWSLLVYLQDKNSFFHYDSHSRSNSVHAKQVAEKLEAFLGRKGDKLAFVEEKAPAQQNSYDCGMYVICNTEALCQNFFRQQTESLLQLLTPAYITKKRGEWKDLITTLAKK
UBC13 inh: blocks human UBC13 polyubiquitin chain formation; P61088; TR-FRET; inhibition, % at 20 µM; actives 0.47% (n = 330,000); AID 485273; in the data active = inhibition above about 45%, passing the limit was not always enough
SENP1 FRET inh: SENP1 (human) catalytic domain inhibition | Q9P0U3 | recombinant SENP1 catalytic domain, CyPet-SUMO1-YPet FRET cleavage | inhibition, % at 10 µM | actives 0.21% (n = 360,000);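 active = inhibition at least 30% at 10 µM, raw YFP signal under a set limit, fluorescence ratio 0.5 to 1.5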;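 note: 0% = enzyme with DMSO and 100% = no enzyme wells; some results filed as inactive read as strong as hits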
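Test system: human SENP1 catalytic domain; medium: Tris pH 8 buffer plus EDTA, NaCl, BME, BSA, NP40, catalase; incubation: 50 min reaction at room temperature; technique: FRET, CFP and YFP emission; controls: no-enzyme low control and enzyme-plus-DMSO high control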
SENP8 block-2: blocks human SENP8 cleavage of Nedd8 substrate. recombinant SENP8, Nedd8 substrate fluorescence. inhibition, % at 20 µM. AID 602440. actives 0.64% (n = 360,000); in the data active = inhibition mostly above about 40%, no sharp cut-off; inactive = mostly below about 27%
SENP7 block: SENP7 protease inhibition; recombinant SENP7, Z-RLRGG-aminoluciferin luminescence, 40 min; inhibition, % at 5 µM; actives 1.5% (n = 330,000);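 active = inhibition above about 50% at the single test dose, limit read from the data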;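 note: plate controls were DMSO with enzyme for no effect and no enzyme buffer wells for full effect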
Target sequence (Q9BQF6 706-1050 limits assumed): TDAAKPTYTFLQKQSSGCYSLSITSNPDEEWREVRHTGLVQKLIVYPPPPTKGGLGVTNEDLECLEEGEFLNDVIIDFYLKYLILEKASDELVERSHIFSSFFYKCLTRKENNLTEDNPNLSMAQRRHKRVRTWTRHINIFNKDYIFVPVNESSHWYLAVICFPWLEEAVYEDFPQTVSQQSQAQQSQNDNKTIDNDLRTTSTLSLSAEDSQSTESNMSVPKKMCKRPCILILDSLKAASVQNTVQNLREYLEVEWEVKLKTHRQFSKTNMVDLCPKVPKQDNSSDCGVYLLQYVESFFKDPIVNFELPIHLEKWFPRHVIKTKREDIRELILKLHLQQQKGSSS
Apaf-1 inh: human Apaf-1 inhibition | O14727 | inhibition, % at 20 µM | AID 489030 | actives 0.71% (n = 330,000) | reconstituted apoptosome caspase-3 activity, DEVD-Rh110 fluorescence; active = inhibition of at least 40% at 20 µM;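 note: plate controls were DMSO wells for no effect and DEVD-CHO caspase inhibitor wells for full effect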
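Material: reconstituted apoptosome with Apaf-1, cytochrome c, caspase-9, procaspase-3, dATP; medium: pH 7.5 Hepes buffer with CHAPS, BSA, DTT; also added: cytochrome c and DEVD-Rh110 substrate; timing: 30 min plus 50 min, RT; signal: Rh110 fluorescence intensity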
Starred values were filed as active, the others as inactive; x = not tested or not shown. The order is random; any-hit rate near 3.6%.

Screens in order: SENP8 block-1	UBC13 inh	A3G deaminase	SENP7 block	SENP8 block-2	Apaf-1 inh	SENP6 inh	SENP1 FRET inh
CCOC(=O)c1ccc(NC(=O)CN2C(=O)NC3(CCC(C)CC3)C2=O)cc1 (stereo unspecified)
 : -6	4	11	6	5	6	-4	0
CC(=O)c1cccc(NC(=O)N2CCCC2C(=O)NCc2ccc(F)cc2)c1 (stereo unspecified)
 : 3	0	-3	2	11	-2	10	3
Cc1c(NC(=S)/C=C2\N(C)c3ccccc3C2(C)C)c(=O)n(-c2ccccc2)n1C
 : -8	-13	-7	-10	15	4	-2	-16
CC(=O)c1c(C)n(-c2ccc(C)cc2C)c2ccc(O)cc12
 : -2	5	-9	-4	-6	12	-3	0
Cc1ccc(S(=O)(=O)N2[C@@H](c3ccc(Cl)cc3)C(C(=O)O)=CC[C@H]2c2cccc(Cl)c2)cc1
 : -8	-12	-14	-4	0	13	-17	4
N#Cc1ccccc1OCC(=O)N1CCN(C(=O)c2ccco2)CC1
 : -2	2	-6	-2	12	-16	-8	-1
Cc1cccc(NC(=S)NC2CCN(Cc3ccccc3)CC2)c1C
 : -10	-1	-8	-3	31	-6	-11	4
CCn1c(SCC(=O)Nc2ccc(Br)cn2)nnc1C1CC1
 : 1	-1	-2	-3	3	-6	0	-8
CCCCc1ccc(NC(=S)NCCN2CCOCC2)cc1
 : 4	4	-3	10	17	-12	5	0
O=C(O)c1cnn(-c2nc(-c3cccc([N+](=O)[O-])c3)cs2)c1C(F)(F)F
 : -10	4	-4	10	24	6	2	0
CN(Cc1ccccc1)C(=O)c1[nH]cnc1C(=O)NCC(=O)OCc1ccccc1
 : -9	-13	-14	10	13	1	-12	1
CC(C)Cn1nc(NS(=O)(=O)c2ccccc2)c2cc3ccccc3nc21
 : -1	-15	-5	-4	-12	24	4	4
O=C(O)c1cccc(-c2noc(-c3cccc(Cl)c3)n2)c1
 : 98*	-20	-9	101*	10	11	99*	1
Cc1ccc(C)c(C(=O)CN2C(=O)NC3(CCC(C)CC3)C2=O)c1 (stereo unspecified)
 : 5	-11	-5	2	3	3	-3	-1
O=C(COC(=O)c1ccc(Cl)nc1)Nc1cc(S(=O)(=O)N2CCCCC2)ccc1Cl
 : -5	-17	-3	-12	-8	5	-14	-3
CC(=O)c1cccc(N(CC(=O)N2CCCCC2)S(C)(=O)=O)c1
 : 0	9	-1	-5	6	-9	-9	-2
CCOC(=O)c1c(NC(C)=O)sc2c1CCC(C=O)=C2Sc1ccccc1
 : 7	-8	41*	-8	-10	33	-41	-25
O=C(CCn1c(=O)c2sccc2n(CC(=O)OCc2ccccc2)c1=O)NCc1ccccc1
 : 3	4	-4	6	9	9	-9	-1
CC(C)OC(=O)c1ccc(N)cc1
 : -9	-2	-6	0	2	13	-4	1
CCOc1cccc2cc(C(=O)Oc3ccc(OC)cc3)c(=O)oc12
 : -12	-9	0	7	3	7	-16	-1

Full records from above:
Listed for Cc1ccc(C)c(C(=O)CN2C(=O)NC3(CCC(C)CC3)C2=O)c1 (stereo unspecified) : SENP8 block-1: 5; UBC13 inh: -11; A3G deaminase: -5; SENP7 block: 2; SENP8 block-2: 3; Apaf-1 inh: 3; SENP6 inh: -3; SENP1 FRET inh: -1
Listed for CC(=O)c1c(C)n(-c2ccc(C)cc2C)c2ccc(O)cc12 : SENP8 block-1: -2; UBC13 inh: 5; A3G deaminase: -9; SENP7 block: -4; SENP8 block-2: -6; Apaf-1 inh: 12; SENP6 inh: -3; SENP1 FRET inh: 0

(listing goes on)
Screens in order: SENP8 block-1	UBC13 inh	A3G deaminase	SENP7 block	SENP8 block-2	Apaf-1 inh	SENP6 inh	SENP1 FRET inh
CCCOc1ccc(-c2nnc(-c3ccco3)o2)cc1
 : 78*	-4	-3	87*	-193	13	-8	1
[O-]/C(=C(\C(=S)Nc1cccc2ccccc12)[n+]1ccccc1)c1ccc(Cl)s1
 : 22	-12	-7	22	-348	47*	32	-25
O=[N+]([O-])c1cc(CN2CCN(c3ccccc3)CC2)c(O)c2ncccc12
 : 2	-43	-2	9	48*	32	19	-4
COc1ccc(NC(=O)CN(C)C(=O)CCSc2ccc(F)cc2)cc1
 : -9	3	2	3	21	2	-12	1
CC(=O)Nc1ccc(S(=O)(=O)NCCOc2ccc(Cl)cc2C)cc1
 : 2	13	-8	-2	12	2	-5	2
CC(=O)Oc1ccc(C(=O)c2ccccc2)c(OC(C)=O)c1
 : -2	-9	-3	-3	3	3	3	-2
Cc1cccc(OCC(=O)Nc2ccc(S(=O)(=O)Nc3cc(C)nc(C)n3)cc2)c1
 : -2	4	-11	4	2	-10	15	-1
COc1ccccc1OCC(=O)Nc1ccc2c(c1)C(=O)N(CC1CCCO1)C2=O (stereo unspecified)
 : -5	-14	-6	3	-4	-6	-3	-2
NC(=O)c1nsc(C(=O)N(CC(=O)NCc2ccccc2)c2ccc(F)cc2)c1N
 : -3	3	-2	-7	-297	8	-20	-11
COc1cc(/C=C(/C#N)c2nc3ccccc3[nH]2)ccc1OCc1ccc(C(=O)O)o1
 : -8	-10	-1	5	-301	6	-4	-24
COc1cccc(OC)c1C1=NC(C)(C)CO1
 : 1	7	-11	1	14	-17	4	2
S=C(Nc1ccc2snnc2c1)N1CCN(c2ccccn2)CC1
 : 2	-3	-4	-4	11	7	-13	0
Cc1ccc(CNC(=O)c2cccnc2)cc1
 : -4	2	-3	-4	21	-27	-17	0
Cc1cc(C(=O)OCC(=O)N2CCCC2)c2ccccc2n1
 : -2	7	-5	6	-11	-12	-9	0
Cc1cc(C)n2nc(C(=O)OCC(=O)c3ccc(F)cc3)nc2n1
 : -4	0	-11	6	-2	9	3	-4
COc1ccc(-n2c(COc3ccc(C)cc3)nnc2SCC(N)=O)cc1
 : -3	4	-7	2	22	5	-7	0
CNS(=O)(=O)c1cc(OCC(N)=O)c(C)cc1Cl
 : -5	4	-4	-6	21	-10	13	-2
CC(=O)c1cccc(NC(=O)c2ccco2)c1
 : -1	4	-4	3	20	-5	-18	1
Cc1nnc(N2C(=O)C(O)=C(C(=O)c3ccco3)C2c2cccc([N+](=O)[O-])c2)s1 (stereo unspecified)
 : -1	-13	0	-7	14	-3	4	0
COc1cccc(OC)c1C(=O)Nc1ccncc1
 : 0	-7	-4	-4	20	-19	-10	1
O=C(Nc1ccc2[nH]ccc2c1)c1ccccc1
 : -3	3	-5	-1	-10	-8	8	2
COc1cccc(C(=O)N2CCN(c3ccccn3)CC2)c1
 : 4	-6	-6	2	-3	5	-2	1
NC(=S)N/N=C/c1cc([N+](=O)[O-])ccc1OCCOc1ccccc1
 : -4	-6	-6	-3	16	-13	-1	0
COc1cccc(-n2nnc3c(=O)n(Cc4ccc(Cl)cc4)cnc32)c1
 : 8	0	3	6	8	6	4	2
CCCOc1ccc(N2C(=O)C3C(C(C)C)NC4(C(=O)c5ccccc5C4=O)C3C2=O)cc1 (stereo unspecified)
 : -5	-1	0	-3	21	15	5	-24
CN(C)C(=N)c1n[nH]nc1SCc1ccc(Cl)c(Cl)c1
 : -10	-7	5	-6	12	-10	2	1
COc1ccc(C)cc1N(CC(=O)Nc1ccc2c(c1)OCCO2)S(C)(=O)=O
 : -15	-6	-6	-9	14	3	-36	1
CC(O)C(O)C(O)C(O)C1NCCS1 (stereo unspecified)
 : -7	-2	-3	15	14	-1	-12	0
c1ccc(Cn2ncc3ccccc32)cc1
 : -3	0	-7	-1	15	3	-3	1
CC1=CCC2C(=O)N(c3ccc(S(N)(=O)=O)cc3)C(=O)C2C1 (stereo unspecified)
 : 3	4	-2	4	16	-28	6	0
Cc1c(NC(=O)CSc2nc3c(cnn3-c3ccccc3)c(=O)[nH]2)c(=O)n(-c2ccccc2)n1C
 : 1	-2	-3	-3	24	0	1	2
O=S(=O)(Nc1ccncc1)c1ccc(Cl)c(Cl)c1
 : -4	-9	-1	6	12	-4	-22	2
CC(=O)Nc1ccc(S(=O)(=O)NC(CSc2ccc(C(=O)O)cc2[N+](=O)[O-])C(=O)O)cc1 (stereo unspecified)
 : 5	2	-10	-5	18	-1	-11	2
COc1ccc(NC(=O)CN(C)CC(=O)c2c(C)[nH]c3ccccc23)cc1
 : -4	29	-8	4	5	-4	0	1
Cc1cccc(-n2ccnc2SCC(=O)Nc2nccs2)c1
 : -3	-3	2	-9	19	7	3	2
CCN(CC)c1ccc(C=N/C(C#N)=C(\N)C#N)cc1
 : 4	-27	-3	5	-8	12	21	-31
O=C(CNS(=O)(=O)c1ccc2ccccc2c1)OCc1csc(-c2ccccc2)n1
 : -7	13	2	-1	-5	23	5	0
CCCCc1cc(=O)oc2cc(OCC(=O)N3CCC(C(=O)O)(c4ccccc4)CC3)ccc12
 : -11	-12	-8	-2	-57	3	-23	4
Cn1c(SCC(=O)N2CCOCC2)nnc1-c1ccncc1
 : -7	-10	-7	-1	-3	6	-10	1
O=[N+]([O-])C(/C=C(\Cl)[N+](=O)[O-])=C(N1CCCCC1)N1CCCCC1
 : 0	-181	-5	-2	20	8	-15	2
Cc1ccc(NC(=O)COC(=O)CCC(=O)c2ccc(Cl)cc2)cc1S(=O)(=O)N(C)C
 : -3	9	-6	1	12	8	-4	5
CCOCCCNC(=O)c1ccc2c(=O)n(Cc3ccc(OC)cc3)c(=O)[nH]c2c1
 : 0	16	-4	4	-37	-14	3	0
Cn1c(SCC(N)=O)nnc1C1CCN(S(=O)(=O)c2ccccc2C(F)(F)F)CC1
 : 1	-1	1	2	34	3	-1	-2
Cc1cc(C)nc(/N=C(\N)Nc2cccc(OCc3ccccc3)c2)n1
 : -1	12	2	-1	26	9	-13	0
O=C(Nc1ccccc1)Nc1ccc(-n2ccc(C(F)(F)F)n2)cc1
 : 57*	8	-8	58*	8	-8	71*	0
O=C(Nc1ccccc1)Nc1ccc2ocnc2c1
 : 58*	5	-2	76*	-12	2	31	2
O=c1c2c(-c3ccc([N+](=O)[O-])cc3)csc2nc2n1CCCCC2
 : -3	-19	-7	-16	11	12	-1	0
COc1ccc(N2CC(C(=O)NCCCN3CCOCC3)CC2=O)cc1 (stereo unspecified)
 : -4	-3	-3	3	13	9	-12	1
O=C(NC(Cc1ccccc1)C(=O)O)/C(=C/c1cccc([N+](=O)[O-])c1)NC(=O)c1ccco1 (stereo unspecified)
 : 6	-9	-13	-5	-1	1	-4	-37
CC(C)=CCc1c2c(c(O)c3c(=O)c4c(oc13)-c1cc(O)c(O)cc1OC4C=C(C)C)C=CC(C)(C)O2 (stereo unspecified)
 : 1	-110	2	0	x	8	-9	x
Cc1c(C(=O)O)oc2c1C(=O)CC(C)(C)C2
 : 9	6	-3	4	0	0	14	1
Cc1ccc2oc(=O)c3cnn(CC(=O)Nc4cc(-c5cccc(F)c5)no4)c3c2c1
 : -6	-22	-2	-2	7	2	-8	-1
CN1CCN(S(=O)(=O)c2cccc(C(=O)Oc3cccc(Br)c3)c2)CC1
 : -9	-5	5	-13	14	15	-10	0
CON(C)C(=O)CC(CN(Cc1ccccc1)C(=O)OC(C)(C)C)c1ccc(Cl)cc1 (stereo unspecified)
 : -7	-2	-2	5	6	25	-4	2
CC(=O)Nc1ccc(/C=C/c2nc3ccccc3[nH]c2=O)cc1
 : -8	-5	-7	-3	-184	-14	13	-24
CCOC(=O)Cc1csc(NC(=O)c2ccc(Cl)s2)n1
 : -7	-6	-9	-14	-3	8	-5	1
CSC1=NC(C)(C)C=C(/C=C/c2ccc(Cl)cc2)N1
 : 3	10	-5	3	-12	13	13	-4
Cn1c(=O)[nH]c2ccc([N+](=O)[O-])nc21
 : 0	0	-7	0	20	-10	-7	1
O=S(=O)(NC1CCCCC1N1CCCCC1)c1ccc(Cl)cc1 (stereo unspecified)
 : -3	8	-4	4	3	6	4	-5
COc1ccccc1C(=O)COC(=O)C1(C)CC1(Cl)Cl (stereo unspecified)
 : 1	12	-5	2	4	4	-15	3
